WT yeast gro inh: growth inhibition of WT yeast, mitochondrial fusion screen | mitochondrial fusion phenotypic screen, WT strain | inhibition, % at 10 µM | 190,000 compounds, 2.1% hits | AID 1362; in the data active = inhibition above about 58%; tested in S. cerevisiae
XIAP antagonists: XIAP antagonists, biochemical, IAP family, fluorescence polarization (AID 1018) | XIAP BIR domain, fluorescence polarization peptide displacement; higher % means a stronger effect | displacement, % at 20 µM; hits with a dose series show IC50 in µM | 200,000 compounds, 0.007% hits; in the data active = displacement above about 50%; note: a part of the inactive calls stands beside numbers as strong as those of hits
M17LAP inhibition: P. falciparum M17LAP inhibitors, primary screen, biochemical, fluorogenic H-Leu-NHMec substrate, 1536-well (AID 1619); recombinant M17LAP, H-Leu-NHMec fluorogenic kinetic assay; higher % means a stronger effect; inhibition, % at 30 µM, or IC50 in µM where a hit was titrated; 220,000 compounds, 0.38% hits;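 active = compound inhibiting the enzyme by more than half at any dose during confirmatory dose-response retesting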;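 note: plate controls were full reaction with DMSO carrier for no effect and no enzyme background for full effect; strong numbers were not always called active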
PMI inhibition: MPI inhibition at elevated mannose 6-phosphate – biochemical, fluorescence intensity, high mannose 6-phosphate, primary screen (AID 1220); inhibition, % at 20 µM, or IC50 in µM where a hit was titrated; 190,000 compounds, 0.66% hits; recombinant PMI enzyme, coupled fluorescence intensity; higher % means a stronger effect
TNAP activation fold: stimulation of alkaline phosphatase TNAP activity – biochemical, luminescent, no phosphate acceptor, uHTS, primary screen (AID 1001); purified TNAP, luminescent activation assay, no phosphate acceptor; higher activation fold means a stronger effect; activation fold at 20 µM; hits with a dose series show EC50 in µM; 200,000 compounds, 0.03% hits; in the data active = activation fold from about 3, or a potency from the dose series; inactive = the rest, 99 in 100 with activation fold below about 1.6; note: many of its hits are not listed in these tables
human PMI inhibition: inhibitors of human PMI, primary screen, biochemical, fluorescence intensity, coupled assay (AID 1209) | 190,000 compounds, 0.42% hits | inhibition, % at 20 µM, or IC50 in µM where a hit was titrated | purified PMI enzyme, coupled fluorescence intensity; higher % means a stronger effect;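 note: plate controls were DMSO vehicle for no effect and wells lacking substrate for full effect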
LYP inhibition: PTPN22 lymphoid phosphatase activity blockers – biochemical, fluorescence intensity, uHTS (AID 1779). recombinant LYP phosphatase, fluorescence intensity; higher % means a stronger effect. 290,000 compounds, 0.054% hits. one-dose inhibition, % at 11.5 µM; IC50 in µM for titrated hits;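 note: plate controls were vehicle with enzyme for no effect and no enzyme for full effect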
P. falciparum M1AAP: malaria alanyl aminopeptidase activity blockers – biochemical, fluorogenic H-Leu-NHMec substrate, 1536-well (AID 1445); recombinant M1AAP, H-Leu-NHMec fluorogenic kinetic assay; higher % means a stronger effect; inhibition, % at 30 µM; hits with a dose series show IC50 in µM; 220,000 compounds, 0.42% hits;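 active = primary inhibition above the hit cutoff, then over 50% inhibition at one or more dose response concentrations, cut at about 23% in these data, passing the limit was not always enough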;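 note: plate controls were DMSO full reaction for no effect and no enzyme background for full effect; strong numbers were not always called active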
Yfh1-off respiration: mitochondrial function rescue without frataxin homolog – Friedreich's ataxia, plus single-dose screen, dose response (AID 1465); 220,000 compounds, 0.074% hits; S. cerevisiae Yfh1-off respiration, WST-1 reduction, 72 h; higher fold induction means a stronger effect; one-dose fold induction at 50 µM; EC50 in µM for titrated hits;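 active = fold induction of absorbance versus untreated yeast above a set limit, then at least 30% activation at any dose in follow-up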;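 note: activators that raise dye reduction in frataxin-depleted yeast; strong numbers were not always called active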
WT yeast gro inh mutant strain: also measured in WT yeast gro inh; calls as there; inhibition, %; mitochondrial fusion phenotypic screen, mutant strain inhibition
* = called active by the depositor. Cut-off read from the data, not from the text of the source, unless noted: active = inhibition above about 50%; inactive = the rest.

How did CC(C)COc1ccc(-c2nnn(CC(=O)N3CCCC3)n2)cc1 do in these assays?
WT yeast gro inh: -2; XIAP antagonists: -14%; M17LAP inhibition: 16%; PMI inhibition: 7%; TNAP activation fold: 1.1; human PMI inhibition: 41%; LYP inhibition: 2%; P. falciparum M1AAP: 2%; Yfh1-off respiration: inactive; WT yeast gro inh mutant strain: -29

How did COc1ccc(/C=N/O)cc1COc1ccc(NC(C)=O)cc1 do in these assays?
WT yeast gro inh: 10; XIAP antagonists: -4.7%; M17LAP inhibition: 11%; PMI inhibition: 12%; TNAP activation fold: 1.1; human PMI inhibition: 10%; LYP inhibition: -2%; P. falciparum M1AAP: 3%; Yfh1-off respiration: inactive; WT yeast gro inh mutant strain: -1

How did O=C(O)c1ccccc1N1C(=O)C2C3CCC(C3)C2C1=O (stereo not given) do in these assays?
WT yeast gro inh: -17; XIAP antagonists: -8.9%; M17LAP inhibition: 14%; PMI inhibition: 0%; TNAP activation fold: 1.1; human PMI inhibition: -3%; LYP inhibition: -7%; P. falciparum M1AAP: 5%; Yfh1-off respiration: inactive; WT yeast gro inh mutant strain: 0

What do the screens show for `NC(=O)c1ccccc1NC(=O)/C=C/c1ccccc1`?
WT yeast gro inh: 24; XIAP antagonists: -18%; M17LAP inhibition: -4%; PMI inhibition: 4%; TNAP activation fold: 1.1; human PMI inhibition: 16%; LYP inhibition: -4%; P. falciparum M1AAP: -1%; Yfh1-off respiration: inactive; WT yeast gro inh mutant strain: 20

How did Cn1c(SCC(=O)NCC2CCCO2)nnc1-c1c[nH]c2ccccc12 (stereo not given) do in these assays?
WT yeast gro inh: -16; XIAP antagonists: -2.2%; M17LAP inhibition: 1%; PMI inhibition: 14%; TNAP activation fold: 0.9; human PMI inhibition: 8%; LYP inhibition: -4%; P. falciparum M1AAP: 1%; Yfh1-off respiration: inactive; WT yeast gro inh mutant strain: -19

Results for CC1CCCCC1NC(=O)c1nnc(Cc2ccc(Cl)cc2)o1 (stereo not given) ?
WT yeast gro inh: 14; XIAP antagonists: -1.7%; M17LAP inhibition: 15%; PMI inhibition: 10%; TNAP activation fold: 1.1; human PMI inhibition: 1%; LYP inhibition: -8%; P. falciparum M1AAP: 6%; WT yeast gro inh mutant strain: 8

Results for CC(C)C(=O)NNC(=O)c1csc(CS(=O)(=O)c2ccc(Cl)cc2)n1 ?
M17LAP inhibition: -1%; LYP inhibition: -5%; P. falciparum M1AAP: 7%; Yfh1-off respiration: inactive

Results for CCn1c(=O)c([N+](=O)[O-])c(NCCN(C)C)c2ccccc21 ?
WT yeast gro inh: 15; XIAP antagonists: 1.3%; PMI inhibition: 17%; TNAP activation fold: 1.1; human PMI inhibition: 30%; LYP inhibition: -6%; Yfh1-off respiration: inactive; WT yeast gro inh mutant strain: 10

Results for CCCCCC(=O)Nc1nc2ccccc2[nH]1 ?
WT yeast gro inh: 6; XIAP antagonists: -2.0%; M17LAP inhibition: -6%; PMI inhibition: -10%; TNAP activation fold: 1; human PMI inhibition: -7%; LYP inhibition: -7%; P. falciparum M1AAP: 1%; Yfh1-off respiration: inactive; WT yeast gro inh mutant strain: 6

What do the screens show for `COc1cc(C[C@H](C)[C@H](C)Cc2ccc3c(c2)OCO3)ccc1O`?
M17LAP inhibition: 6%; LYP inhibition: -6%; P. falciparum M1AAP: 1%; Yfh1-off respiration: inactive

How did CCOC(=O)c1c(-c2ccc(C)o2)csc1N do in these assays?
WT yeast gro inh: 8; XIAP antagonists: -1.3%; M17LAP inhibition: 22%; PMI inhibition: 52%*; TNAP activation fold: 1.1; human PMI inhibition: 21%; LYP inhibition: -3%; P. falciparum M1AAP: 3%; Yfh1-off respiration: inactive; WT yeast gro inh mutant strain: 3

How did CCn1nc(CC(=O)Nc2nnc(CC(=O)N3CCCCC3)s2)c2ccccc2c1=O do in these assays?
WT yeast gro inh: -2; XIAP antagonists: -4.4%; M17LAP inhibition: 1%; PMI inhibition: -9%; TNAP activation fold: 1.1; human PMI inhibition: 5%; LYP inhibition: -13%; P. falciparum M1AAP: 6%; WT yeast gro inh mutant strain: 4

How did COc1ccccc1N1CCN(C(=O)c2cc3n(n2)C(C(F)(F)F)CC(c2ccco2)N3)CC1 (stereo not given) do in these assays?
WT yeast gro inh: 35; XIAP antagonists: -5.8%; M17LAP inhibition: 8%; PMI inhibition: -3%; TNAP activation fold: 1.1; human PMI inhibition: 1%; LYP inhibition: 1%; P. falciparum M1AAP: 5%; Yfh1-off respiration: inactive; WT yeast gro inh mutant strain: 24

How did COc1ccc(C(=O)NC(=O)N2CCCCC2)cc1 do in these assays?
WT yeast gro inh: 9; XIAP antagonists: -8.6%; M17LAP inhibition: 1%; PMI inhibition: 3%; TNAP activation fold: 1.1; human PMI inhibition: 4%; LYP inhibition: -6%; P. falciparum M1AAP: 4%; Yfh1-off respiration: inactive; WT yeast gro inh mutant strain: 16

What do the screens show for `COCCSc1nnc(NC(=O)C2CC(=O)N(c3ccccc3)C2)s1` (stereo not given)?
WT yeast gro inh: -8; XIAP antagonists: -2.5%; M17LAP inhibition: 13%; PMI inhibition: -8%; TNAP activation fold: 1.1; human PMI inhibition: -13%; LYP inhibition: -4%; P. falciparum M1AAP: 0%; Yfh1-off respiration: inactive; WT yeast gro inh mutant strain: -9

Entries from the list above containing an NH in an aromatic ring, in the order listed:
How did Cn1c(SCC(=O)NCC2CCCO2)nnc1-c1c[nH]c2ccccc12 (stereo not given) do in these assays?
WT yeast gro inh: -16; XIAP antagonists: -2.2%; M17LAP inhibition: 1%; PMI inhibition: 14%; TNAP activation fold: 0.9; human PMI inhibition: 8%; LYP inhibition: -4%; P. falciparum M1AAP: 1%; Yfh1-off respiration: inactive; WT yeast gro inh mutant strain: -19

Results for CCCCCC(=O)Nc1nc2ccccc2[nH]1 ?
WT yeast gro inh: 6; XIAP antagonists: -2.0%; M17LAP inhibition: -6%; PMI inhibition: -10%; TNAP activation fold: 1; human PMI inhibition: -7%; LYP inhibition: -7%; P. falciparum M1AAP: 1%; Yfh1-off respiration: inactive; WT yeast gro inh mutant strain: 6

Following part.
What do the screens show for `Cc1cccc(-c2nc(CS(=O)CC(=O)NCCCSC3CCCCC3)c(C)o2)c1` (stereo not given)?
WT yeast gro inh: 29; XIAP antagonists: 0.0%; M17LAP inhibition: 16%; PMI inhibition: 7%; TNAP activation fold: 1.1; human PMI inhibition: 11%; LYP inhibition: -4%; P. falciparum M1AAP: 3%; Yfh1-off respiration: inactive; WT yeast gro inh mutant strain: 27

How did COC(=O)Nc1ccccc1C(=O)N1CCN(c2ccc(C)cc2)CC1 do in these assays?
WT yeast gro inh: 7; XIAP antagonists: -9.5%; M17LAP inhibition: -2%; PMI inhibition: -25%; TNAP activation fold: 1; human PMI inhibition: -26%; LYP inhibition: -6%; P. falciparum M1AAP: 3%; Yfh1-off respiration: inactive; WT yeast gro inh mutant strain: 0

How did CCC(C)NC(=O)C(Cc1ccccc1)n1cccc1 (stereo not given) do in these assays?
WT yeast gro inh: 14; XIAP antagonists: -3.7%; M17LAP inhibition: 4%; PMI inhibition: 5%; TNAP activation fold: 1; human PMI inhibition: 8%; LYP inhibition: -9%; P. falciparum M1AAP: 10%; Yfh1-off respiration: inactive; WT yeast gro inh mutant strain: 1

How did CCc1cc(C(=O)Cc2ccc(F)cc2)c(O)cc1O do in these assays?
WT yeast gro inh: 32; XIAP antagonists: -1.8%; M17LAP inhibition: -3%; PMI inhibition: 9%; TNAP activation fold: 1.7; human PMI inhibition: 22%; LYP inhibition: -2%; P. falciparum M1AAP: -2%; Yfh1-off respiration: inactive; WT yeast gro inh mutant strain: 7

What do the screens show for `Cc1ccc2nc(SC(C)C(=O)NC3CCCc4ccccc43)[nH]c2c1` (stereo not given)?
WT yeast gro inh: 25; XIAP antagonists: 0.2%; M17LAP inhibition: 4%; PMI inhibition: 2%; TNAP activation fold: 1.2; human PMI inhibition: 22%; LYP inhibition: -6%; P. falciparum M1AAP: 1%; WT yeast gro inh mutant strain: -12

How did Cn1cccc1/C=C1\SC(=S)N(NC(=O)c2cccc(Cl)c2)C1=O do in these assays?
WT yeast gro inh: 22; XIAP antagonists: 0.4%; M17LAP inhibition: 12%; PMI inhibition: 18%; TNAP activation fold: 0.8; human PMI inhibition: 27%; LYP inhibition: 12%; P. falciparum M1AAP: 18%; Yfh1-off respiration: inactive; WT yeast gro inh mutant strain: 14

How did CCCn1c(NC(=O)c2cccc(S(=O)(=O)N3CCCC3)c2)nc2ccccc21 do in these assays?
WT yeast gro inh: 11; XIAP antagonists: -0.8%; M17LAP inhibition: -9%; PMI inhibition: -6%; TNAP activation fold: 1.1; human PMI inhibition: -4%; LYP inhibition: 2%; P. falciparum M1AAP: -10%; Yfh1-off respiration: inactive; WT yeast gro inh mutant strain: -27

How did CC(=O)Nc1nnc(SCC(=O)N2CCCc3ccccc32)s1 do in these assays?
WT yeast gro inh: -25; XIAP antagonists: -4.9%; M17LAP inhibition: -1%; PMI inhibition: 6%; TNAP activation fold: 1; human PMI inhibition: 2%; LYP inhibition: -7%; P. falciparum M1AAP: 0%; Yfh1-off respiration: inactive; WT yeast gro inh mutant strain: -15

What do the screens show for `CC1=NN(c2ccccc2)C(=O)/C1=C/c1cc2cc(C)ccc2nc1N1CCCCC1`?
WT yeast gro inh: 71*; XIAP antagonists: -1.7%; M17LAP inhibition: -4%; PMI inhibition: 15%; TNAP activation fold: 0.9; human PMI inhibition: 12%; LYP inhibition: -3%; P. falciparum M1AAP: 21%; Yfh1-off respiration: inactive; WT yeast gro inh mutant strain: 40*

Results for O=C(NC1CCCCCC1)C1Cc2ccccc2CN1C(=O)c1ccco1 (stereo not given) ?
WT yeast gro inh: 3; XIAP antagonists: -4.6%; M17LAP inhibition: 0%; PMI inhibition: 1%; TNAP activation fold: 1; human PMI inhibition: -17%; LYP inhibition: -3%; P. falciparum M1AAP: 4%; Yfh1-off respiration: inactive; WT yeast gro inh mutant strain: 19

What do the screens show for `Cc1c(NC(=O)c2cccnc2C(=O)O)cccc1C(=O)O`?
WT yeast gro inh: 10; XIAP antagonists: -0.7%; M17LAP inhibition: -5%; PMI inhibition: -5%; TNAP activation fold: 1.1; human PMI inhibition: -3%; LYP inhibition: -10%; P. falciparum M1AAP: 3%; Yfh1-off respiration: inactive; WT yeast gro inh mutant strain: 9

What do the screens show for `CCOc1ccc(CSC2=NCCN2)cc1Cl`?
WT yeast gro inh: 2; XIAP antagonists: -4.3%; M17LAP inhibition: 14%; PMI inhibition: -9%; TNAP activation fold: 1.1; human PMI inhibition: -1%; LYP inhibition: -6%; P. falciparum M1AAP: 5%; Yfh1-off respiration: inactive; WT yeast gro inh mutant strain: 3

What do the screens show for `CCOC(=O)C(=CNc1cc(C)ccc1[N+](=O)[O-])C(=O)OCC`?
M17LAP inhibition: 4%; LYP inhibition: -6%; P. falciparum M1AAP: -2%; Yfh1-off respiration: inactive

Results for CCOc1ccc(-n2c(SCC(=O)Nc3ccc(OC)cc3OC)nc3c(c2=O)SCC3)cc1 ?
WT yeast gro inh: -25; XIAP antagonists: 0.5%; M17LAP inhibition: -2%; PMI inhibition: 13%; TNAP activation fold: 1; human PMI inhibition: 20%; LYP inhibition: 10%; P. falciparum M1AAP: 5%; Yfh1-off respiration: inactive; WT yeast gro inh mutant strain: -1

Screens (PubChem)
